Screening data (PubChem BioAssay)
CHOP inhibitor = inhibitors of CHOP promoter induction, primary screen, cell-based, unfolded protein response, luciferase reporter; 220,000 tested, 3.8% active; inhibition, % at 10 µM; CHO-K1 CHOP-promoter luciferase, tunicamycin-induced, 15-18 h;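 active = compounds that reduced the stress-induced luciferase reporter signal by more than about 70% of percent inhibition, limit read from the data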;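 also: 0% = tunicamycin plus vehicle and 100% = wells without tunicamycin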
NPY-Y1 PAM-ag = NPY-Y1 receptor potentiators or agonists, primary screen, cell-based; 220,000 tested, 0.37% active; activation, % at 3.6 µM; Neuropeptide Y receptor type 1 (Homo sapiens), P25929; NPY-Y1 expressing cells, potentiator/agonist activation; in the data active = activation above about 33%, passing the limit was not always enough;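 also: cells stimulated with NPY at EC10 then isoproterenol at EC100; 0% = low agonist plus stimulus and 100% = saturating agonist plus stimulus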
Target sequence (P25929 whole entry, looked up): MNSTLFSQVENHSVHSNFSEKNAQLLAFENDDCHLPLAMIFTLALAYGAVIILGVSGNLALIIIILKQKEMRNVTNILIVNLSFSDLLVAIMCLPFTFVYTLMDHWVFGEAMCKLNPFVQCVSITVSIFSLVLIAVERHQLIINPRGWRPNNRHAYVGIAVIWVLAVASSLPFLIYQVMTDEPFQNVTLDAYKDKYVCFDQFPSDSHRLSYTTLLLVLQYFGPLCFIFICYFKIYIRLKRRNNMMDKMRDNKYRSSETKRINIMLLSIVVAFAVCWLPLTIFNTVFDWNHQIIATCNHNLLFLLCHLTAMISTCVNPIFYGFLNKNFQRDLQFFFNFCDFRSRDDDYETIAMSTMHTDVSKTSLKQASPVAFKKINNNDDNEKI
zfTRPN1 agonist = zebrafish TRPN1 channel agonists, primary screen, cell-based, HEK293, calcium fluorescence | 220,000 tested, 0.18% active | activation, % at 3 µM | transient receptor potential cation channel N1 (TRPN1/NompC), Danio rerio | HEK293 zebrafish TRPN1-YFP, Fluo-8 calcium fluorescence; 100% = response to 87 µM carbachol | AID 1424, 2008;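 active = activation above its plate's cutoff, the mean activation of test wells on that plate plus 3 SD, cut at about 19% in these data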;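 also: 0% = DMSO alone and 100% = 87 µM carbachol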
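Material – zebrafish TRPN1-YFP in HEK293 cells · Doses – 3 µM single point · Schedule – dye 1 h 37 °C plus 30 min RT · Signal – Fluo-8 calcium fluorescence, excitation 470-495 nm, emission 515-575 nm · Read-out – % activation versus carbachol response · Control set – carbachol high, DMSO low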
14-3-3 Bad PPI = inhibitors of 14-3-3 zeta/Bad binding, primary screen, biochemical, TR-FRET, bovine 14-3-3 zeta; 220,000 tested, 0.71% active; TR-FRET 14-3-3zeta/Dy647-pBad peptide displacement, 1 h; AID 781, 2007; inhibition, % at 21.7 µM; 14-3-3 protein zeta/delta (Bos taurus), P63103;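 active = inhibition above about 70%, limit read from the data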;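 also: 0% = full 14-3-3 plus peptide FRET controls and 100% = background without 14-3-3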
TRPML3 ag = human TRPML3 channel agonists, primary screen, cell-based, HEK293 TRPML3-YFP, Fluo-8 calcium fluorescence, 3 µM. Mucolipin-3 (Homo sapiens), Q8TDD5. 100% = the carbachol control signal. activation, % at 3 µM. 220,000 tested, 0.29% active. AID 1448, 2008;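 active = activation above its plate's cutoff, the mean activation of the plate's test wells plus 3 SD, cut at about 12% in these data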;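 also: 0% = DMSO only wells and 100% = carbachol wells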
Target sequence (Q8TDD5 whole entry, looked up): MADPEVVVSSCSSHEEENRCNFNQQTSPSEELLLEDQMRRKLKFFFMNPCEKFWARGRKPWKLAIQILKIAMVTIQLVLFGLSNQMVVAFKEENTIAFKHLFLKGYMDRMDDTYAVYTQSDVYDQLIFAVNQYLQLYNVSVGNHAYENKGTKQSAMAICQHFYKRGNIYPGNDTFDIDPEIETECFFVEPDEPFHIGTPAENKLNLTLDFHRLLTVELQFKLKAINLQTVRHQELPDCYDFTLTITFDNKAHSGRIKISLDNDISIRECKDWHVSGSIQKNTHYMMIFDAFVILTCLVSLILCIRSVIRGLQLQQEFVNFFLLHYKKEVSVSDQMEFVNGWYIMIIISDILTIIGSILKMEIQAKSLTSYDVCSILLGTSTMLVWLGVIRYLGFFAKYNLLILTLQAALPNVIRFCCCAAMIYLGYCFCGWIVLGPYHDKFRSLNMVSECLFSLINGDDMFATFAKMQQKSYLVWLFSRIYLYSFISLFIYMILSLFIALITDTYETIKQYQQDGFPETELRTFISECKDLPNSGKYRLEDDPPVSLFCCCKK
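Material: HEK293 cells stably carrying human TRPML3-YFP; compound dosing: single dose, 3 µM final nominal compound, 0.3% DMSO final; incubation: 1-h 37 °C dye load, 5-s basal, 120-s post-compound reads; technique: Fluo-8 intracellular calcium fluorescence, excitation 470-495 nm, emission 515-575 nm; read-out basis: percent activation from peak-to-basal fluorescence ratio, scaled between DMSO and carbachol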
NPY-Y1 antag = NPY-Y1 receptor antagonists, primary screen, cell-based; Neuropeptide Y receptor type 1 (Homo sapiens), P25929; HEK293-CNG Y1 cells, membrane potential fluorescence; NPY at EC95, then isoproterenol; inhibition, % at 3.6 µM; 200,000 tested, 1% active; AID 1040, 2008;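 active = inhibition above the campaign mean inhibition of all tested compounds plus 3 SD, cut at about 20% in these data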;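 also: 0% = DMSO wells given NPY plus isoproterenol and 100% = isoproterenol alone without NPY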
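Material: HEK293 cells co-expressing NPY Y1 receptor and cyclic-nucleotide gated channel. Timing: compound incubation 1 h at room temperature, readout 45 min post-stimulation. Signal: fluorescence, membrane potential probe.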
PPC-1+TRAIL kill = compounds killing PPC-1 cancer cells with TRAIL present, primary screen, TRAIL potentiator project, ATPLite luminescence, uHTS; AID 1443, 2008; cell killing (% activity), % at 4 µM; 220,000 tested, 0.41% active; PPC-1 cells + TRAIL, ATPLite viability luminescence;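 active = cell killing above 50% in the first pass at 4 µM, then a duplicate retest at 5 µM averaging 50% or more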;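 also: plate controls were cells with TRAIL plus DMSO for no effect and medium-only wells lacking cells for full effect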
EP2 antag = human EP2 receptor antagonists, primary screen, TR-FRET cAMP, C6 glioma cells; inhibition, % at 25 µM; 260,000 tested, 0.52% active; C6 glioma cells expressing human EP2; cells stimulated with saturating PGE2; Prostaglandin E2 receptor EP2 subtype (Homo sapiens), P43116;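 active = percent inhibition above 40 after rounding to a whole number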;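 also: rat C6 glioma host cells with rolipram phosphodiesterase inhibitor present; the protocol text gives 20 µM as final concentration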
EP2 modulator = EP2 receptor modulators, cAMP readout, primary screen, cell-based, HTRF cAMP, PGE2 stimulation | EP2-expressing cells, cAMP HTRF FRET, PGE2 co-stimulation | induction, % at 25 µM | 260,000 tested, 0.83% active | AID 940, 2007;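 active = compounds whose cAMP rise, as percent of the full-agonist control response, exceeds 60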;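 also: rat C6 glioma line stably carrying human EP2 under a CMV promoter; the protocol text gives 20 µM as final concentration; 100% = response of wells given 1 µM PGE2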
Starred values were filed as active, the others as inactive; . = no result given; & = joins results of further samples; [ ] = dose if it differs, or a comment.

Results follow in this order: NPY-Y1 antag, EP2 antag, TRPML3 ag, PPC-1+TRAIL kill, EP2 modulator, zfTRPN1 agonist, 14-3-3 Bad PPI, CHOP inhibitor, NPY-Y1 PAM-ag
1) CCOC(=O)c1sc2nc(CSc3nc4ccccc4n3CC)[nH]c(=O)c2c1C
  3, 9, -0.1, -1, 15, -0.3, 4[fluorescence artefact?], 55, 2
2) CCSc1nnc(NC(=O)C2(C)Cc3ccccc3C(=O)O2)s1 (centres undefined)
  0, 6&15, -0.2, 15, -37&-7, -0.1, 6[fluorescence artefact?], 23, -8
3) Cc1ccc(N/N=C(\C#N)C(N)=S)c(C)c1
  2, 5, 2.1, -1, -5, 4.1, -5, 4, -6
4) Cc1ccc2cc(S(=O)(=O)NCCCC(=O)O)ccc2c1
  4, 6, 0.5, 24, 3, -0.8, 5, 29, 1
5) CC(C)NC(=O)Cn1c(SCC(=O)N2CCCCCC2)nc2ccccc21
  1, 7, -0.1, -3, 10, 0.5, -1, 34, -15
6) CN1CCN(C(=O)c2cn(-c3ccccc3)nc2-c2cccnc2)CC1
  2, 11, 0.6, 16, 16, -0.9, 22[fluorescence artefact?], -6, -22
7) COc1ccc(CCNC2CC(=O)N(CCc3ccc(OC)c(OC)c3)C2=O)cc1 (centres undefined)
  -1, 6, 0.7, 2, -12, -0.5, 0, -10, -21
8) CC(C)Cc1nc2n[nH]c(N)c2c2c1COC(C)(C)C2
  0, 15, 1.1, -29, 25, -0.6, -16[fluorescence artefact?], 15, -6
9) CC(=O)Nc1nnc(-c2c(-c3c(Cl)cccc3Cl)noc2C)o1
  ., 16, 0.5, 17, -1, -0.6, -6, 14, 11
10) Cc1cccc(NS(=O)(=O)c2cccc3cccnc23)n1
  -1, 10, -0.7, 2, 6, 0.7, 13, 16, 5
11) O=[N+]([O-])c1ccc(Cl)c2cccnc12
  -3, 2, 0.7, 1, 20, 0.5, -14, 20, 2
12) O=c1c(-c2ccc(Cl)cc2)[n+]([O-])c2ccccc2n1OCc1nc2ccccc2[nH]1
  ., 8, 0.1, 5, 12, 1.1, -1, 11, 15
13) O=C(CCSCc1ccccc1Cl)NC1CCCCC1
  7, 6, -1.7, -7, -31, -1.7, -1, 1, 7
14) COC(CNS(=O)(=O)c1cccc2nonc12)OC
  7, 4, 0.2, -17, -2, 2.3, 15, 1, -10
15) Nc1nc(C(F)(F)F)cc(=O)[nH]1
  ., 0, 1.0, 17, -18, 0.5, 2, 1, -2

Screen by screen, as entered above:
Entries 1 to 7 in CHOP inhibitor read 55, 23, 4, 29, 34, -6, -10

Full records, looked up by structure.
Record of COc1ccc(CCNC2CC(=O)N(CCc3ccc(OC)c(OC)c3)C2=O)cc1 (centres undefined) : NPY-Y1 antag: -1; EP2 antag: 6; TRPML3 ag: 0.7; PPC-1+TRAIL kill: 2; EP2 modulator: -12; zfTRPN1 agonist: -0.5; 14-3-3 Bad PPI: 0; CHOP inhibitor: -10; NPY-Y1 PAM-ag: -21
Record of Cc1ccc(N/N=C(\C#N)C(N)=S)c(C)c1 : NPY-Y1 antag: 2; EP2 antag: 5; TRPML3 ag: 2.1; PPC-1+TRAIL kill: -1; EP2 modulator: -5; zfTRPN1 agonist: 4.1; 14-3-3 Bad PPI: -5; CHOP inhibitor: 4; NPY-Y1 PAM-ag: -6

Continuation:
Results follow in this order: NPY-Y1 antag, EP2 antag, TRPML3 ag, PPC-1+TRAIL kill, EP2 modulator, zfTRPN1 agonist, 14-3-3 Bad PPI, CHOP inhibitor, NPY-Y1 PAM-ag
16) Cc1c(NC(=O)c2cc(-c3ccc4c(c3)OCO4)on2)c(=O)n(-c2ccccc2)n1C
  1, 1, 0.6, 38, 13, 0.8, -10, 40, -19
17) Cc1ccc(O)c(CCc2ccc(O)cc2)n1
  -9, 13, 0.1, 0, 28, 0.8, 1, 15, 21
18) COc1ccc(Cc2nnc(NS(=O)(=O)Cc3ccccc3)s2)cc1
  10, 12, 1.2, 14, 35, 0.5, 2, -6, -24
19) NC(=O)c1c(NC(=O)CCCn2cnc([N+](=O)[O-])n2)sc2c1CCCC2
  0, 6, 0.8, 13, 13, -1.9, 3, 5, 14
20) O=C(N/N=C/c1cc(Cl)ccc1O)c1ccc(Br)cc1
  2, 2, 0.4, 23, -33, -1.1, 21, 80*, -9
21) COc1ccc(Nc2cc(C)c3ccccc3n2)cc1
  0, 1, 0.3, -6, 5, -0.3, 3, -3, 21
22) Cc1ccc(S(=O)(=O)N2CCCCC2c2cccnc2)c(C)c1C (centres undefined)
  ., 15, 1.2, 14, 27, -1.6, -1, 19, 19
23) COc1ccc(N2CCN(C(=O)CN(C)S(=O)(=O)c3ccc4c(c3)c(=O)n(C)c(=O)n4C)CC2)cc1
  -1, 11, 0.9, 22, 4, 0.0, -9, 23, -7
24) Cc1ccc(-c2nn(-c3ccccc3)cc2C2CC(c3cccs3)=NN2C(=O)CCCC(=O)O)cc1 (centres undefined)
  0, 6, 0.7, -16, 21, 2.6, 6, 11, 20
25) COc1ccc(CNC(=O)CCSCc2ccccc2C)cc1
  4, 8, -0.6, 16, -38, -3.1, -6, -3, -17
26) C/C(=N\NC(=O)OC(C)(C)C)c1ccccc1Br
  -1, 6, 0.5, 17, -24, -0.8, -4, -58, -2
27) COCC(=O)N(C)C1(c2nnnn2CCOC(=O)Nc2cccc3ccccc23)CCCC1
  -2, 8, -0.1, 7, 17, -0.8, 6, 5, 3
28) CC(C)CCn1c(O)c(N=Nc2ccccn2)c2ccccc21
  7, 9, 0.6, -11, 37, 1.0, 13, 25, -32
29) CCn1c2ccccc2c2cc(/C=N/NC(=O)c3ccccc3C)ccc21
  3, 13, 0.7, 12, -37, -1.6, 5[fluorescence artefact?], 3, -15
30) COc1ccccc1Nc1nc(C)c(C(=O)Nc2ccccc2)s1
  1, 2, -0.1, 8, -46, -0.4, 0, 14, -17

Limited to 14-3-3 Bad PPI and CHOP inhibitor, for 3 of the compounds above:
cpd | compound | 14-3-3 Bad PPI | CHOP inhibitor
17 | Cc1ccc(O)c(CCc2ccc(O)cc2)n1 | 1 | 15
18 | COc1ccc(Cc2nnc(NS(=O)(=O)Cc3ccccc3)s2)cc1 | 2 | -6
19 | NC(=O)c1c(NC(=O)CCCn2cnc([N+](=O)[O-])n2)sc2c1CCCC2 | 3 | 5

The listing continues.
Results follow in this order: NPY-Y1 antag, EP2 antag, TRPML3 ag, PPC-1+TRAIL kill, EP2 modulator, zfTRPN1 agonist, 14-3-3 Bad PPI, CHOP inhibitor, NPY-Y1 PAM-ag
31) NC(=O)c1ccc(NC(=O)COC(=O)c2ccc([N+](=O)[O-])cc2)cc1
  ., 11, -0.1, 14, -7, -2.4, 8, 4, 4
32) CCOc1cc(C2NN=C(c3ccccc3)S2)ccc1OCc1ccc(F)cc1 (centres undefined)
  -3, 10, 1.4, 30, 35, 0.0, 10, 12, -1
33) COc1ccc(N(CC(=O)NCc2ccccc2OC)S(=O)(=O)c2ccccc2[N+](=O)[O-])c(OC)c1
  2, 4, 1.7, 0, -3, 0.0, 0, 1, 11
34) O=C(CSc1nnc(-c2ccncc2)n1Cc1ccccc1)Nc1nccs1
  8, 13, -0.7, 22, -12, -0.2, 3[fluorescence artefact?], -7, 14
35) Fc1nc(F)c(F)c(NCCCNc2c(F)c(F)nc(F)c2F)c1F
  -7, 7, 0.6, 4, -44, 1.1, -9, 88*, 34
36) COc1ccccc1C1/C(=C(/O)c2ccc(Cl)cc2)C(=O)C(=O)N1CCN1CCOCC1 (centres undefined)
  5, 10, 0.0, -3, 17, 0.5, 33, 5, -1
37) CCn1ncc(C2=NOC(C(=O)N3CCN(c4ccccc4)CC3)C2)c1C (centres undefined)
  2, 8, 1.3, 7, 5, 2.1, 1, -4, 7
38) CC1CCN(C(=S)c2ccc(N(C)C)cc2)CC1
  5, 6, 0.9, 2, 37, -2.1, -13, -3, -1
39) Cc1cc(C(=O)Nc2ccccn2)no1
  -3, 6, 0.0, 13, 16, -0.4, -3, -9, -20
40) COc1ccc(C(=O)COC(=O)CCn2nnc(-c3cccs3)n2)cc1
  9, 3, 1.1, 5, 12, 1.0, -8, 21, -21
41) COc1cc(/C=C2\SC(N3CCc4ccccc4C3)=NC2=O)cc(OC)c1OC
  3, 6, -0.1, 13, 20, 4.5, 15[fluorescence artefact?], 8, -46
42) O=C1CCC(C(=O)N2CCCC(C(=O)c3ccc4c5c(cccc35)CC4)C2)=NN1 (centres undefined)
  -4, 6, 1.1, 4, -30, 0.3, -7, -1, 1
43) N#Cc1c(N)nc(SCC(=O)OCc2ccccc2)c(C#N)c1-c1ccco1
  15, 8, -0.8, 3, -4, -0.2, 6, -19, -34
44) CCOC(=O)CC1=NS(=O)(=O)c2ccccc2N1
  -2, 12, 0.1, 23, 23, -0.5, -4[fluorescence artefact?], 15, -2
45) COc1ccc(C2=NN(C(=O)c3cccs3)C(c3ccccc3O)C2)cc1 (centres undefined)
  -3, 7, -1.1, -5, 71*, -2.8, -8, 62, -14
46) CCOC(=O)C(C(=O)OCC)=C1OC(=O)c2ccccc21
  2, 14, -0.2, 2, 14, -0.2, 5[fluorescence artefact?], 9, 11
47) COc1cc(CC(=O)Nc2ccccc2N2CCCCC2)cc(OC)c1OC
  -2, 5, 0.1, -21, 21, -2.6, 0, 12, 5
48) C/C(=C1\SC(N2CCOCC2)=NC1=O)c1ccccc1
  -2, 16, -0.2, -1, 19, 1.3, 12, 32, 10

The list is partial, so the mix of outcomes need not match the whole.
